Screens from PubChem.
NPSR antagonist – qHTS Assay for Antagonists of the Neuropeptide S Receptor: cAMP Signal Transduction. CHO-NPSR cells, cAMP TR-FRET, antagonist mode. Potency, µM (series often up to 38.3 µM), for inactives: at the highest dose activity change, negative = inhibition, usual class: inhibitors. hit rate 1% among 220,000; note: % is set by controls: 0 for no effect and ±100 for the full control effect; nearly all actives have a fitted effect of over 50% in size; many of its hits are not listed in these tables
Target sequence (Q6W5P4 whole entry, looked up): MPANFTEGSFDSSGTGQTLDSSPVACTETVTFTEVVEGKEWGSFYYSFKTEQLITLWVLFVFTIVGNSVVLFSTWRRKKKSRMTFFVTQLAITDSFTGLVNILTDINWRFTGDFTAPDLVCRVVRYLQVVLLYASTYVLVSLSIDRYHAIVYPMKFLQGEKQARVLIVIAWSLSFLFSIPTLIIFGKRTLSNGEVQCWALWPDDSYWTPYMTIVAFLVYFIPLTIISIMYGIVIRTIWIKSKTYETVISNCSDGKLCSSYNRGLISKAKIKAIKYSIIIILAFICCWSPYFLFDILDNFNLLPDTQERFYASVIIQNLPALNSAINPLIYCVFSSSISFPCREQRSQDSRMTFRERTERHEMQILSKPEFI
RGS12 GoLoco inh – qHTS Assay for Inhibitors of RGS12 GoLoco Motif Activity (Red Fluorophore) | hit rate 0.44% among 230,000 | Gai1:RGS12 GoLoco peptide FP, rhodamine, 10 min | Guanine nucleotide-binding protein G(i) subunit alpha-1 (Homo sapiens), P63096 | Potency, µM (highest dose often 61.6 µM), for the others: at the top dose activity, negative = inhibition, hits mostly inhibitors; active = well fitted inhibition curve with a large enough effect, not every such curve was filed as active; inactive = no such curve, though single readings can be large or run the other way; note: % is set by controls: 0 for no effect and ±100 for the full control effect; nearly all actives have a fitted effect of over 30% in size; many of its hits are not listed in these tables
Target sequence (P63096 whole entry, looked up): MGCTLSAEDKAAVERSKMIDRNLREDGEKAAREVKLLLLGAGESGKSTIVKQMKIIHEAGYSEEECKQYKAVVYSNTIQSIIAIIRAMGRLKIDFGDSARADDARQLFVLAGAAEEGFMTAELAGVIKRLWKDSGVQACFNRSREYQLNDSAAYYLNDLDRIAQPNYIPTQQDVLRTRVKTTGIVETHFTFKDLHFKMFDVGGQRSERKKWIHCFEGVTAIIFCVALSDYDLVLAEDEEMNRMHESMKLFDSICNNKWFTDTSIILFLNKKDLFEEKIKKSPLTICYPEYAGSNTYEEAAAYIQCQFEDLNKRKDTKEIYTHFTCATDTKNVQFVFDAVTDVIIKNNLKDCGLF
SMN2 splice up – qHTS Assay for Enhancers of SMN2 Splice Variant Expression; Potency, µM (titrated, usually from 46.1 µM), inactives show at the top dose activity change, positive = activation, actives largely listed as activators; hit rate 2.8% among 210,000; AID 1458, 2008; HEK293 SMN2-luciferase splicing reporter, luminescence, 30-36 h; note: % of control where 0% means no effect; nearly all actives have a fitted effect of over 55% in size
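qHTS luciferase splicing reporter: luminescence rises when SMN2 exon 7 is included in transfected HEK293 cells. Compound exposure lasted 30-36 h at 37C, with 4.5 mM final sodium butyrate as control, followed by a ONE-Glo read.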
IMPase Li inh – qHTS Assay for Identifying the Cell-Membrane Permeable IMPase Inhibitors: Potentiation with Lithium | hit rate 0.35% among 210,000 | Potency, µM (top dose mostly 59.4 µM), inactives show at the top dose activity, negative = IMPase inhibition, actives largely listed as inhibitors | CHO-M1 cells, IP1 TR-FRET (IP-One), carbachol + lithium;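 note: IP1 builds up when IMPase is blocked and the TR-FRET signal falls; plate controls were basal vehicle for no effect and high inhibitor control for full effect; nearly all actives have a fitted effect of over 50% in size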
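Steps: plate 2000 CHO-M1 cells per well and culture 16–30 h; add compound and lithium; incubate 30 min, 37C; add d2-IP1 tracer and Eu cryptate anti-IP1 antibody in lysis buffer; read after 10 min at room temperature.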
KinaseGlo FLuc – Counterscreen for Luciferase (Kinase-Glo TM) Inhibition. Luciferin 4-monooxygenase (Photuris pensylvanica), Q27757. Potency, µM (highest dose often 38.3 µM), inactives show at the top dose activity change, negative = inhibition, actives largely listed as inhibitors. Kinase-Glo luciferase, ATP luminescence, 8 min. hit rate 0.28% among 200,000; note: % is set by controls: 0 for no effect and ±100 for the full control effect; nearly all actives have a fitted effect of over 60% in size
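Recombinant Kinase-Glo luciferase, 10 uM ATP (linear range), luciferin; imidazole pH 7.2 / KCl / MgCl2 / Tween / BSA buffer; 8 min RT; luminescence.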
RECQ1 inh – qHTS Assay for Inhibitors of RecQ-Like Dna Helicase 1 (RECQ1); ATP-dependent DNA helicase Q1 (Homo sapiens), P46063; RECQ1 DNA unwinding, red fluorescence kinetic read; Potency, µM (doses to about 57.3 µM), for inactives: at the top dose activity, negative = inhibition, actives largely listed as inhibitors; hit rate 0.54% among 240,000; AID 2549, 2010;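 note: plate controls were vehicle for no effect and no enzyme for full effect; nearly all actives have a fitted effect of over 30% in size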
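RECQ1T1 50 nM; forked duplex (20 bp + 30-nt ss tails) 200 nM, ATP 2 mM final; pH 8.0, 2 mM MgCl2, 2.5 ug/ml poly(dI-dC); 15 min compound preincubation; discontinuous kinetic read over 2 h at RT.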
KDM4E inh – qHTS Assay for Inhibitors of Human Jumonji Domain Containing 2E (JMJD2E); JMJD2E catalytic domain, FDH-coupled NADH fluorescence (FDH is formaldehyde dehydrogenase); hit rate 1.6% among 230,000; Potency, µM (highest dose often 57.1 µM), for inactives: at the highest dose activity change, negative = inhibition, usual class: inhibitors; Lysine-specific demethylase 4E (Homo sapiens), B2RXH2; AID 2147, 2009; active = well fitted inhibition curve with a large enough effect, not every such curve was filed as active; inconclusive = small, poorly fitted or top-dose-only effect, or another doubt; inactive = no such curve, though single readings can be large or run the other way;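 note: 0% = wells with enzyme and -100% = buffer wells without enzyme; nearly all actives have a fitted effect of over 50% in size; many of its hits are not listed in these tables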
Target sequence (B2RXH2 1-337 limits assumed): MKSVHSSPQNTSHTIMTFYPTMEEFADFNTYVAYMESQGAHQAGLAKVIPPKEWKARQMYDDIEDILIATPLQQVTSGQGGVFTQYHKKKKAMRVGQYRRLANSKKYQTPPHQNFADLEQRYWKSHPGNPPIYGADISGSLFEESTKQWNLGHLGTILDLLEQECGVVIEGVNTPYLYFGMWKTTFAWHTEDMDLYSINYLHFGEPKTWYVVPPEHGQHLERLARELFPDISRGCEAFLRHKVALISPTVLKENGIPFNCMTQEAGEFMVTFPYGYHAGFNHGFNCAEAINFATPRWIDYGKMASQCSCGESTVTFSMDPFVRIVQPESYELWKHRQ
Epigenetic reg – Quantitative High-Throughput Screen for Regulators of Epigenetic Control; murine LDR cells, GFP reporter derepression, 30 h; Potency, µM (titrated, usually from 53.9 µM), without a hit: top-dose GFP activation, hits mostly activators; hit rate 0.2% among 280,000; AID 1865, 2009; note: % of control where 0% means no effect; nearly all actives have a fitted effect of over 60% in size
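Derepression of a silenced CMV-GFP reporter in murine LDR cells is scored by enumerating GFP-positive cells with a laser-scanning microplate cytometer after 30 hours of treatment at 37 C.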
* hit, by the source's call; i = inactive; ? = inconclusive; · = not tested or not shown; [ ] = another dose, or the depositor's remark. Unless noted, calls come from the whole dose curve; as a rule, active = well fitted curve in the direction sought with a large enough effect; inconclusive = small, poorly fitted or top-dose-only effect, or another doubt; inactive = no such curve, though single readings can be large; an effect the other way counts as inactive or inconclusive. Potency is the fitted concentration of half-maximal effect. An excerpt. The share of hits here may be higher or lower than overall.

SMILES	NPSR antagonist	RGS12 GoLoco inh	SMN2 splice up	IMPase Li inh	KinaseGlo FLuc	RECQ1 inh	KDM4E inh	Epigenetic reg
Cc1cc(/C=N/n2cnnc2)c(C)n1-c1ccc(OCc2ccc(Cl)cc2Cl)cc1	?	0%	-76%[inhibitor]	70%[activator][38.3 µM]	17%	-15%	?	0.8%
CCOC(=O)CNS(=O)(=O)CCN1C(=O)c2ccccc2C1=O	-2%[46.1 µM]	7%	-1%	0%[38.3 µM]	-2%	i	-6%	-2.1%
O=C(NNS(=O)(=O)c1ccc(Cl)cc1)c1ccc(S(=O)(=O)N2CCCCC2)cc1	-21%	5%	5%	0%	-4%	-9%	-2%	0.0%
Cc1ccc(S(=O)(=O)N(CC(=O)Nc2ccccc2C(=O)O)c2ccccc2C)cc1	-34%	7%	4%	3%	0%	26%	-6%	0.4%
O=Cc1ccc(N2CCCCCC2)cc1	-3%[46.1 µM]	31%[activator]	-15%	4%[38.3 µM]	-3%	-15%	-3%	0.0%
O=C(CC1CCCCC1)NCc1cn2ccsc2n1	-13%[46.1 µM]	7%	-16%	-10%[38.3 µM]	7%	-8%	10%	-3.1%
Cc1ccc2cc(CN(Cc3ccco3)C(=O)c3ccccc3)c(=O)[nH]c2c1C	0%[46.1 µM]	1%	-3%	0%[38.3 µM]	1%	-6%	-3%	-0.9%
C=CCN(CC=C)Cc1c(C)[nH]c2ccc(C(=O)OCC)cc2c1=O	4%[46.1 µM]	4%	-11%	2%[38.3 µM]	-7%	1%	?	-1.6%
CC(C)c1nc2ccccc2n1CC(O)COC1CCCCC1 (stereo unspecified)	-5%	2%	-11%	5%	-5%	-11%	?	0.0%
Cc1ccccc1-c1nc(CN2CCCC(C(=O)NCc3cccnc3)C2)c(C)o1 (stereo unspecified)	-17%[46.1 µM]	15%	-8%	-2%[38.3 µM]	0%	i	-11%	0.3%
Clc1ccc(C2=NN(c3ccccc3)C(c3ccco3)C2)cc1 (stereo unspecified)	?	-4%	·	·	·	-12%	?	2.4%
CCS(=O)(=O)c1ccc2oc(SCC(=O)c3ccco3)nc2c1	-14%[46.1 µM]	9%	5%	5%[38.3 µM]	1%	-9%	10%	-1.2%
NC(=O)c1ccc(OCC(F)(F)C(F)(F)C(F)(F)C(F)(F)C(F)(F)C(F)F)cc1	-10%[46.1 µM]	-2%	3%	16%[38.3 µM]	-1%	i	0%	-1.1%
COc1ccc2nc(NC(=O)CSc3nc(C)cc(C)n3)sc2c1	-7%[46.1 µM]	6%	-24%	31%[activator][38.3 µM]	8%	-6%	-6%	0.8%
CCCNC(=O)CN1C(=O)NC2(CCCc3cc(OC)ccc32)C1=O (stereo unspecified)	4%[46.1 µM]	0%	0%	23%[38.3 µM]	-5%	i	6%	-0.1%
COc1ccc(-c2coc3c(O)c(OC)ccc3c2=O)cc1	·	-4%	1.6µM*	21%	-12%	-4%	10%	2.0%
COc1ccc(-n2nc3c(=O)[nH][nH]c3cc2=O)cc1	-13%	0%	-8%	34%[activator]	-13%	-26%	-9%	0.0%
Cn1c(=O)cc(OCC(=O)NCc2ccccn2)c2ccccc21	-8%[46.1 µM]	-10%	-2%	3%[38.3 µM]	-1%	-16%	1%	5.8%
COC(=O)c1ccc(NC(=S)NCCC2=CCCCC2)cc1	-17%[46.1 µM]	2%	-28%	?	1%	-4%	12%	-2.2%
Cc1noc(C)c1COc1ccc(C(=O)OCC(=O)N2CC(=O)Nc3ccccc32)cc1	-9%[46.1 µM]	8%	-2%	11%[38.3 µM]	-5%	-7%	0%	0.0%
COc1ccc(OCC(=O)N/N=C/c2ccc(O[C@@H]3O[C@H](CO)[C@@H](O)[C@H](O)[C@H]3O)cc2)cc1	3%[46.1 µM]	8%	-10%	-20%[38.3 µM]	-3%	-4%	3%	0.0%
Cc1ccc(/C=C2\CC(C)CC3=C2NC(=S)NC3c2ccc(C)cc2)cc1 (stereo unspecified)	-10%	2%	·	·	·	16%	?	-0.1%
Cc1c(CN2CCCC(CO)(Cc3cccc(Cl)c3)C2)cnn1C (stereo unspecified)	-7%	6%	·	19%	-1%	i	-2%	1.8%
CCOC(=O)c1[nH]c(COC(=O)C2CC(=O)N(Cc3ccccc3)C2)c(C(=O)OCC)c1C (stereo unspecified)	-20%[46.1 µM]	2%	·	45%[activator][38.3 µM]	-1%	-4%	1%	-1.0%
Nc1ccccc1C(=O)NNc1ncc(C(F)(F)F)cc1Cl	-3%[46.1 µM]	-9%	-17%	10%[38.3 µM]	-1%	4%	?	-0.4%
CCn1c2ccccc2c2cc(NC(=O)CCCN3C(=O)CCC3=O)ccc21	-4%[46.1 µM]	-6%	-2%	6%[38.3 µM]	-1%	-18%	?	0.8%
Cc1cc(C)n(-c2nc3ccccc3nc2Nc2ccc(CC(=O)O)cc2)n1	-10%[46.1 µM]	10%	-13%	-10%[38.3 µM]	-1%	-6%	-16%	2.3%
CCOc1ccc(C(C)=O)cc1NC(=O)/C=C\C(=O)O	-18%	-9%	·	-4%	·	i	-3%	-0.1%
N=C1C(c2ccccc2)=C(O)CN1NC(=O)c1ccc(Cl)cc1	6%	8%	-5%	-1%	-2%	3%	-3%	3.7%
CCn1c(/C=C/Nc2ccccc2)[n+](CC)c2ccc(Cl)cc21	-34%	-3%	-18%	17%	1%	-2%	-12%	3.1%
COc1ccc(S(=O)(=O)N(C(=O)c2ccncc2)c2ccc3oc4c(c3c2)CCCC4)cc1	-16%	2%	14%	7%	2%	-13%	-24%	-1.0%
O=C(/C=C/c1ccccc1)N(c1ccccn1)C1CCCCC1	9%[46.1 µM]	5%	-33%[inhibitor]	11%	1%	0%	2%	-1.1%
COc1cccc(-c2nnc(N)o2)c1	10%	8%	·	·	·	-19%	?	-1.7%
COc1cc(-n2c(=O)c3ccccc3n(CC(=O)c3ccc(Br)cc3)c2=O)cc(OC)c1OC	-31%	8%	-55%[inhibitor]	22µM*	10%	6%	4%	3.2%
CCOC(=O)CCC(=O)N1CCOCCN(C(=O)CCC(=O)OCC)CCOCC1	-9%[46.1 µM]	2%	2%	4%[38.3 µM]	11%	-9%	1%	-0.7%
O=C(c1nc2ccccn2c1CNCCn1ccc2ccccc21)N1CCOCC1	-5%	2%	·	·	·	-15%	2%	-2.0%
Cc1ccccc1NC(=O)/C(C#N)=C/c1ccccc1C(F)(F)F	-3%[46.1 µM]	4%	-2%	1%	0%	-14%	-3%	4.6%
CC(=O)N1CCC2(CCCN(Cc3cc(C(F)(F)F)cc(C(F)(F)F)c3)C2)CC1	·	1%	-16%	8%	-4%	0%	·	·
O=C(CSc1nc(C2CC2)nc2ccccc12)NCc1ccc2c(c1)OCO2	-4%[46.1 µM]	4%	-5%	-22%[38.3 µM]	-6%	16%	1%	-1.8%
O=C(N/N=C/c1ccccn1)c1cccc(S(=O)(=O)N2CCCC2)c1	21%	7%	·	·	·	-2%	?	-1.2%
CCN(CC)c1nc(N)c2c(N)n(-c3ccccc3C)c(=S)c(C#N)c2c1C#N	14%[46.1 µM]	34%[activator]	?	13%[38.3 µM]	-3%	-7%	2%	-1.0%
CC(=O)NC(Cc1ccccc1)C(=O)NC1CCN(c2ncccc2[N+](=O)[O-])CC1 (stereo unspecified)	10%	2%	-1%	0%	4%	11%	7%	-2.9%
Cc1cccc(C(=O)N/N=C/c2ccc(OC3CSC3)cc2)c1	-12%[46.1 µM]	8%	-2%	6%[38.3 µM]	-2%	-9%	6%	1.0%
CC(C)OP(=O)(c1ccc(N(C)C)cc1)C(O)c1ccccc1F (stereo unspecified)	1%[46.1 µM]	-28%	-1%	14%	1%	-1%	9%	-1.0%
Cc1nonc1OCCNCc1c(C(=O)N2CCCCCCC2)nc2ccc(Cl)cn12	33%	41%[activator]	·	18%	21%	-2%	-27%	4.4%
CN(Cc1nc(-c2cnccn2)no1)CC1CCN(Cc2ccccc2)CC1	-15%	17%	-11%	32%[activator]	-5%	i	-8%	2.1%
Cc1ccc(-c2nc(C)sc2CC(=O)Nc2nnc(C)s2)cc1	2%	11%	4%	0%	-3%	i	-9%	1.8%
COc1ccc(NC(=O)c2c(-c3ccccc3)noc2C)c(OC)c1	-18%[46.1 µM]	11%	-19%	1%[38.3 µM]	2%	i	-4%	-4.2%
CCOc1ncccc1C(=O)OCC(=O)N1CCN(S(=O)(=O)c2ccccc2)CC1	-6%[46.1 µM]	-4%	5%	-8%[38.3 µM]	-7%	-6%	-4%	-1.1%
CCC(C)NS(=O)(=O)c1ccc(NC(=O)CCC2CCCCC2)cc1 (stereo unspecified)	-16%[46.1 µM]	-7%	-17%	8%[38.3 µM]	-1%	-12%	0%	1.2%
Cc1cc(N=NC(=O)c2ccccc2)ccc1O	20%	-23%	-82%[inhibitor]	18%	-3%	i	?	1.1%
O=C(Cn1cc(SCc2ccccc2Cl)c2ccccc21)N1CCOCC1	-13%[46.1 µM]	4%	18µM*	6%	1%	-6%	7%	0.0%
COc1cc(O)c(C(=O)/C=C/c2ccc(OC)c(O)c2)c(OC)c1	·	5%	-26%	36%[activator]	-7%	19%	?	?
CCOCCCNC(=O)C(NC(=O)c1ccc(=O)[nH]c1)c1ccc(Cl)cc1 (stereo unspecified)	5%[46.1 µM]	-14%	-3%	-10%[38.3 µM]	0%	-4%	-1%	-2.3%
COc1ccc(NC(=O)COc2ccc(/C=N/O)cc2OC)cc1	-10%	-3%	·	10%	5%	-3%	0%	-1.9%
CC(C)CCNC(=O)NC(=O)CN1C(=O)NC2(CCCCC2)C1=O	1%[46.1 µM]	5%	-3%	-9%	0%	i	2%	0.0%
